CBFb-RUNX1 inh – qHTS Assay for Compounds Blocking the Interaction Between CBF-beta and RUNX1 for the Treatment of Acute Myeloid Leukemia. Runt-related transcription factor 1 (Homo sapiens) + Core-binding factor subunit beta …. AlphaScreen CBFb-His/RUNX1-biotin binding, biochemical. Potency, µM (highest dose often 59.8 µM), inactives show at the top dose activity, negative = inhibition, hits mostly inhibitors. 230,000 tested, under 10 active. AID 1477, 2009; note: % of control where 0% means no effect
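Interaction loss through any mechanism counts as activity. Pre-formed complex of His-CBF-beta and biotin-RUNX1 (30 nM apiece) is incubated with compound 15 min, then with 50 ng nickel and 50 ng streptavidin beads for 90 min before AlphaScreen detection.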
HTT aggregate – qHTS Multiplex Assay to Identify Dual Action Probes in a Cell Model of Huntington: Aggregate Formation (GFP); Potency, µM (highest dose often 46.1 µM), for the others: at the highest dose activity change, negative = inhibition, actives largely listed as inhibitors; 1.1% of 220,000 active; PC12 HttQ103-GFP aggregates, Acumen cytometry, 40 h; note: potency is the fitted concentration of half-maximal effect; % is set by controls: 0 for no effect and ±100 for the full control effect; nearly all actives have a fitted effect of over 60% in size
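Quantitative HTS on tebufenozide-induced (100 nM) PC12 cells stably expressing polyQ103 Huntingtin exon 1–GFP. Reduction of bright GFP aggregates, detected by laser scanning cytometry after lysis, identified actives across the titration.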
GAA inh – qHTS Assay for Inhibitors of Human alpha-Glucosidase as a Potential Chaperone Treatment of Pompe Disease; purified human GAA, 4-MU-alpha-glucoside fluorescence; Potency, µM (doses to about 76.9 µM), without a hit: at the highest dose activity change, negative = inhibition, most hits filed as inhibitors; 0.005% of 200,000 active; Lysosomal alpha-glucosidase (Homo sapiens), P10253;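 note: potency is the fitted concentration of half-maximal effect; plate controls were uninhibited enzyme wells for no effect and no-enzyme background for full effect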
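Enzyme (4 nM final) mixed with compound (up to 77 uM), then 4-MU-alpha-D-pyranoside (400 uM final) added; 20 min at room temperature, pH 5.0. Reaction stopped at pH 10, fluorescence read, AC50 derived by Hill fit.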
HTT ATP protect – qHTS Multiplex Assay to Identify Dual Action Probes in a Cell Model of Huntington: Cytoprotection (ATP). 0.14% of 230,000 active. PC12 HTT-Q103 induced, cytoprotection, ATP luminescence, 40 h. Potency, µM (doses to about 56.4 µM), inactives show cytoprotection (ATP increase), hits mostly activators;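 note: potency is the fitted concentration of half-maximal effect; % of control where 0% means no effect; nearly all actives have a fitted effect of over 45% in size; toxic huntingtin expression switched on by the ecdysone agonist tebufenozide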
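Readout: ATPlite luminescence (ATP level). Model: stable PC12, inducible Htt exon1 Q103-GFP. Inducer: tebufenozide, 100 nM final. Compounds: dose series. No G418 in medium.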
GAA glycogen – qHTS Assay for Inhibitors and Activators of Human alpha-Glucosidase Cleavage of Glycogen; recombinant GAA, glycogen substrate, Amplex Red glucose oxidase fluorescence; Potency, µM (series often up to 76.4 µM), inactives show at the top dose activity change, negative = inhibition, actives largely listed as inhibitors; 0.38% of 300,000 active; Lysosomal alpha-glucosidase (Homo sapiens), P10253; AID 2100, 2009;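 note: potency is the fitted concentration of half-maximal effect; 0% = full enzyme reaction and -100% = no-enzyme basal signal; the screen sought inhibitors and activators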
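qHTS, 1536-well; enzyme 4 nM final; cpd up to 77 uM; substrate bovine liver glycogen 30 ug; 50 mM citrate/phosphate pH 5.0, 0.01% Tween-20; 37 C, 40 min; Amplex Red detection 45 min RT; Hill fit → AC50.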
aGlu spleen mod – qHTS Assay for Inhibitors and Activators of Human alpha-Glucosidase From Spleen Homogenate | Lysosomal alpha-glucosidase (Homo sapiens), P10253 | human spleen homogenate, 4-MU-alpha-glucoside fluorescence | Potency, µM (top dose mostly 79.9 µM), inactives show at the top dose activity change, negative = inhibition, actives largely listed as inhibitors | 0.006% of 240,000 active | AID 2112, 2009;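 note: potency is the fitted concentration of half-maximal effect; 0% = enzyme with vehicle and -100% = no enzyme basal signal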
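Enzyme source: human spleen homogenate, 1 ug/well. Buffer 50 mM citric acid/K phosphate pH 5.0, 0.01% Tween-20. 4-MU-alpha-glucoside 1 mM; 37 C x 40 min; NaOH/glycine stop; fluorescence.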
LMNA splice mod – qHTS Assay for Modulators of Lamin A Splicing; Potency, µM (series often up to 46.1 µM), for inactives: at the highest dose ratio change, negative = inhibition, hits mostly inhibitors; AID 1487, 2009; 0.01% of 200,000 active; HeLa LMNA splicing GFP/RFP minigene ratio, 48 h; active = well fitted inhibition curve with a large enough effect in the signal ratio, with a control signal flat, not every such curve was filed as active; inconclusive = small, poorly fitted or top-dose-only effect, or effect the other way, or a change in a side signal; the % refers to the signal ratio; note: potency is the fitted concentration of half-maximal effect; % is set by controls: 0 for no effect and ±100 for the full control effect
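S3 HeLa cells stably expressing lamin A-EGFP splicing minigene plus DsRed2, 600 cells/well, 48 h compound exposure at 37C. Laser-scanning cytometry; analysed as GFP (500-530 nm)/RFP (575-640 nm) total intensity ratio; 0.5% DMSO vehicle.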
* marks the source's active call; other numbers are inactive results; ? = inconclusive; / = not tested or not shown; & = joins results of further samples; [ ] = another dose, or the depositor's remark. Unless noted, calls come from the whole dose curve; as a rule, active = well fitted curve in the direction sought with a large enough effect; inconclusive = small, poorly fitted or top-dose-only effect, or another doubt; inactive = no such curve, though single readings can be large; an effect the other way counts as inactive or inconclusive.

Every second line gives: CBFb-RUNX1 inh | HTT aggregate | GAA inh | HTT ATP protect | GAA glycogen | aGlu spleen mod | LMNA splice mod
CN1CCN(c2cc([N+](=O)[O-])ccc2Cl)CC1
→ -1% | 2% | 3% | -20% | -4% | 7% | 8%[46 µM]
Cc1onc(-c2ccccc2)c1C(=O)N1CCC2(CC1)OCCO2
→ 2% | -10% | -2% | -4% | 8% | -11% | ?
C[N+]1([O-])[C@H]2CC[C@H]1CC(OC(=O)[C@@H](CO)c1ccccc1)C2 (stereo not given in full)
→ / | 12% | / | 8%[10 µM] | / | / | 0%
CCCCCc1nc2c(c(=O)c3ccccc3n2C)c(=O)n1C1CCCCCC1
→ 6% | -26% | -1% | 13%[10 µM] | -8% | -1% | -19%
CC(=NCc1cccnc1)c1c(O)n(C2CCCCC2)c(=O)[nH]c1=O
→ -1% | 9% | -2% | -20% | 4% | -16% | 11%
N=c1n(CCO)c2ccccc2n1Cc1ccccc1
→ 13% | 5% | -4% | 11%[10 µM] | 11% | -9% | -11%
COc1ccc2c(c[n+](C)c3c4cc5c(cc4ccc23)OCO5)c1OC
→ -15%&5%&8%&8% | / | / | -199%[inhibitor] | / | 7%&1%&10%&6% | ?
CC(=O)C1=C(C)OC(N)=C(C(=O)OC(C)C)C12C(=O)Nc1ccccc12 (stereo not given)
→ -3% | 5% | -4%[15.4 µM] | -6% | -2% | -3% | 1%
COc1ccc(C(Nc2ccccc2)P(=O)(Oc2ccccc2)Oc2ccccc2)cc1 (stereo not given)
→ -4% | 2% | -1% | -17%[10 µM] | -5% | -3% | -10%
O=c1[nH]c(=S)n(C2CC2)c(O)c1C=NCCN1CCOCC1
→ 11% | -3%[9.22 µM] | -2% | -5%[10 µM] | 5% | -4% | /

Every second line gives: CBFb-RUNX1 inh | HTT aggregate | GAA inh | HTT ATP protect | GAA glycogen | aGlu spleen mod | LMNA splice mod
CCCC[n+]1cc(/N=C(\[O-])OC)on1
→ 4% | 1% | 8% | -61%[inhibitor] | -4% | 0% | 5%
CCN(CC)C(=O)Oc1ccc(Cl)c2ccccc12
→ 12% | 0% | -5% | -10% | -4% | -2% | ?
Cc1ncsc1CCCl
→ 7% | -14% | / | -23%&0% | / | 2%&-8% | ?
C[C@]12CCC(=O)C=C1CC[C@@H]1[C@@H]2C(=O)C[C@]2(C)C(=O)CC[C@@H]12
→ -3% | -2% | 4%[15.4 µM] | / | 3% | -4% | ?
COc1cccc(NP(=O)(Oc2ccc(Cl)cc2)Oc2ccc(Cl)cc2)c1
→ 21% | -29% | -9% | 4%[10 µM] | -1% | -10% | ?
CC(=O)O[C@H]1C[C@@H](O[C@@H]2[C@H](C)O[C@H](O[C@@H]3[C@H](C)O[C@H](O[C@@H]4CC[C@@]5(C)[C@@H](CC[C@]6(C)[C@]5(C)C[C@H](O)[C@]5(C)[C@@H](C7=CC(=O)OC7)CC[C@@]56O)C4)C[C@@H]3O)C[C@@H]2O)O[C@@H](C)[C@H]1O[C@H]1O[C@@H](CO)[C@@H](O)[C@@H](O)[C@@H]1O
→ 17%[21.7 µM] | / | / | -11%[40.3 µM] | / | 6%[29.1 µM] | ?
CC(C)C[C@H]1C(=O)N2CCC[C@@H]2[C@@]2(O)O[C@](NC(=O)[C@@H]3C=C4c5cccc6[nH]cc(c56)C[C@@H]4N(C)C3)(C(C)C)C(=O)N12
→ ? | / | / | 0%[40.3 µM] | / | 8%[29.1 µM] | ?
CCOC(=O)C1=C(C)OC(N)=C(C#N)C12C(=O)Nc1ccc(C)cc12 (stereo not given)
→ -1% | 11% | -7% | 4%[10 µM] | -5% | 1% | ?
O=C(CN1C(=O)CN=C(c2ccccc2Cl)c2cc(Cl)ccc21)NCc1ccco1
→ -6% | 16% | 1% | -2% | 3% | -4% | 12%
O=C(Nc1ccc(COc2ccccc2)cc1)Oc1ccccc1N1CCOCC1
→ -8% | 6%[9.22 µM] | -8% | 6%[10 µM] | 4µM* | 0% | ?

As a short view, some entries already given:
Every second line gives: CBFb-RUNX1 inh | HTT aggregate | GAA inh | HTT ATP protect | GAA glycogen | aGlu spleen mod | LMNA splice mod
CCCC[n+]1cc(/N=C(\[O-])OC)on1
→ 4% | 1% | 8% | -61%[inhibitor] | -4% | 0% | 5%
CCN(CC)C(=O)Oc1ccc(Cl)c2ccccc12
→ 12% | 0% | -5% | -10% | -4% | -2% | ?
Cc1ncsc1CCCl
→ 7% | -14% | / | -23%&0% | / | 2%&-8% | ?
C[C@]12CCC(=O)C=C1CC[C@@H]1[C@@H]2C(=O)C[C@]2(C)C(=O)CC[C@@H]12
→ -3% | -2% | 4%[15.4 µM] | / | 3% | -4% | ?
COc1cccc(NP(=O)(Oc2ccc(Cl)cc2)Oc2ccc(Cl)cc2)c1
→ 21% | -29% | -9% | 4%[10 µM] | -1% | -10% | ?
CC(=O)O[C@H]1C[C@@H](O[C@@H]2[C@H](C)O[C@H](O[C@@H]3[C@H](C)O[C@H](O[C@@H]4CC[C@@]5(C)[C@@H](CC[C@]6(C)[C@]5(C)C[C@H](O)[C@]5(C)[C@@H](C7=CC(=O)OC7)CC[C@@]56O)C4)C[C@@H]3O)C[C@@H]2O)O[C@@H](C)[C@H]1O[C@H]1O[C@@H](CO)[C@@H](O)[C@@H](O)[C@@H]1O
→ 17%[21.7 µM] | / | / | -11%[40.3 µM] | / | 6%[29.1 µM] | ?
CC(C)C[C@H]1C(=O)N2CCC[C@@H]2[C@@]2(O)O[C@](NC(=O)[C@@H]3C=C4c5cccc6[nH]cc(c56)C[C@@H]4N(C)C3)(C(C)C)C(=O)N12
→ ? | / | / | 0%[40.3 µM] | / | 8%[29.1 µM] | ?
CCOC(=O)C1=C(C)OC(N)=C(C#N)C12C(=O)Nc1ccc(C)cc12 (stereo not given)
→ -1% | 11% | -7% | 4%[10 µM] | -5% | 1% | ?

The listing continues.
Every second line gives: CBFb-RUNX1 inh | HTT aggregate | GAA inh | HTT ATP protect | GAA glycogen | aGlu spleen mod | LMNA splice mod
COc1ccc(C2SCC(=O)Nc3c2c(=O)[nH]n3C2CCCCCC2)cc1OC (stereo not given)
→ -2% | -6% | -5% | -26% | -4% | -4% | -4%
CC1CCC(NCCc2ccc3c(c2)OCO3)CC1 (stereo not given)
→ 9% | 6% | -3% | 13%[10 µM] | 3% | -4% | -8%
CCCc1[nH]nc2c1C1(C(=O)N(CC(N)=O)c3ccccc31)C(C(=O)OC)=C(N)O2 (stereo not given)
→ -7% | 5% | -4% | -5%[0.074 µM] | 4% | 2% | -6%
CC1CC[C@@]2(OC1)O[C@@H]1[C@@H](O)[C@H]3C4CC[C@H]5C[C@@H](O[C@@H]6O[C@H](CO)[C@H](O[C@@H]7O[C@H](CO)[C@@H](O)[C@H](O[C@@H]8OC[C@@H](O)[C@H](O)[C@H]8O)[C@H]7O[C@@H]7O[C@H](CO)[C@@H](O)[C@H](O[C@@H]8O[C@H](CO)[C@@H](O)[C@H](O)[C@H]8O)[C@H]7O)[C@H](O)[C@H]6O)[C@H](O)C[C@]5(C)C4CC[C@]3(C)[C@H]1[C@@H]2C (stereo not given in full)
→ -3%[21.7 µM] | / | / | -25%[1.9 µM] | / | 18% | /
Cc1ncc(CNC(=O)N(CCCl)N=O)c(N)n1
→ 7%&10% | -14% | / | -25% | / | -9%&11% | ?
CN1C2CCC1C(COC(=O)c1ccccc1)C(O)C2 (stereo not given)
→ 2% | 13%[9.22 µM] | -1% | -8%[10 µM] | 15% | 1% | /
O=C1NC(=O)C(=Cc2ccc(OCC(=O)N3CCOCC3)cc2)C(=O)N1
→ -8% | -11% | 7% | / | 15% | -6% | ?
CCN(CC)P(=O)(NC(=O)c1cccn1C)N(CC)CC
→ 4% | 25% | -9% | -7% | -19% | -6% | /
CCCCC#N
→ -15%[21.7 µM] | / | / | 3% | / | -5% | /
Cc1nn(Cc2ccccc2Cl)c(C)c1C(=O)OCC(=O)NC1CCS(=O)(=O)C1 (stereo not given)
→ -3% | 5% | 5% | 3%[10 µM] | -7% | 5% | ?

Every second line gives: CBFb-RUNX1 inh | HTT aggregate | GAA inh | HTT ATP protect | GAA glycogen | aGlu spleen mod | LMNA splice mod
C#CCNc1ccncc1S(=O)(=O)NC(=O)NC(C)C
→ -9% | -17% | 2% | 15%[1.9 µM] | 3% | -24% | 1%
O=c1[nH]sc2cc(F)ccc12
→ 2% | -101% | -6% | ? | -4% | 8% | ?
COc1ccccc1OCC#CCN1CCCC1
→ 5% | 25% | 1% | ? | 18% | 0% | -18%[46 µM]
CN(C)CCN=Cc1c(O)n(-c2cccc(C(F)(F)F)c2)c(=O)[nH]c1=O
→ 6% | 2% | -14% | -11% | 8% | -8% | 7%
c1cnc(N2CCNCC2)nc1
→ -13% | 11% | 9% | -28% | -5% | 1% | /
CC1(c2ccc(Cl)cc2Cl)OCC(Cn2cncn2)O1 (stereo not given)
→ 1% | / | 14% | / | 2% | 1% | /
COc1ccccc1-n1c(O)c(C=Nc2c(C)n(C)n(-c3ccccc3)c2=O)c(=O)[nH]c1=O
→ 4% | -1% | -6% | -11% | -10% | -20% | 8%
C/C(=N\NP(=S)(c1ccccc1)c1ccccc1)c1ccc(O)cc1O
→ 7% | -14%[9.22 µM] | / | 10%[10 µM] | -19% | 0% | /
CCCCn1c(O)c(C(CC)=NCCN2CCCCC2)c(=O)[nH]c1=O
→ -6% | 5% | -19% | 38% | 9% | 0% | 9%
CCCCc1nc(N2CCNCC2)c(C#N)c2c1CSC(C)(C)C2
→ 8% | 20% | -12% | 1%[10 µM] | -6% | -13% | 3%
O=C(O)COc1ccc(Cl)cc1Cl
→ -2%&-7%[21.7 µM] | / | / | 4%&-10% | / | 8%&-15%&3% | -2%
COc1cccc(NP(=O)(Oc2ccccc2Cl)Oc2ccccc2Cl)c1
→ -1% | -16% | ? | 8%[10 µM] | -18% | 5% | ?

Bioassay records from PubChem BioAssay.

Not all compounds are listed; the hit share may differ from the screen's.
